Compound activity (PubChem BioAssay)
mHTT-CaM PPI inh: inhibitors of human mutant huntingtin-calmodulin interaction. AlphaScreen His-mHTT/GST-CaM binding, luminescence. inhibition, % at 15 µM. actives 3.6% (n = 190,000);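 note: 0% = both proteins with DMSO and 100% = one protein alone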
Pf apPOL inh: Pf-apPOL DNA polymerase inhibition; actives 0.25% (n = 210,000); AID 1794808; inhibition, % at 10 µM; Recombinant Pf-apPOL, molecular beacon fluorescence, 1.5 h
* hit, by the source's call; i = inactive; x = not tested or not shown; & = joins results of further samples. Cut-off read from the data, not from the text of the source: active = inhibition above about 50%; inactive = the rest. This is a random part of the collection; 3.7% or so of the library scored in one or more.

SMILES	mHTT-CaM PPI inh	Pf apPOL inh
COc1cc(-c2nc3ccc([N+](=O)[O-])cc3[nH]2)ccc1O	44	4
COc1ccc(OCCCC(=O)Nc2cc(C)c(Cl)cc2OC)cc1	-2	-1
O=C(O)c1ccc2c(c1)C(=O)N(c1ccc(N3CCc4ccccc4C3)c([N+](=O)[O-])c1)C2=O	36	-21
CC1CCCCC1NC(=O)C1CCC(Cn2c(=O)[nH]c3ccsc3c2=O)CC1 (configuration not stated)	-4	-1
Cc1cc(C2(c3ccc(O)c(C)c3)C(=O)N(Cc3ccccc3)c3ccccc32)ccc1O	95*	-8
O=C(Sc1ccc(Cl)cc1Cl)c1csc(-c2ccc3nonc3c2)n1	x	1
COc1ccc(-c2[nH]ncc2C(=O)O)cc1	-2	1
CC(=O)N1CCc2cc(C(O)CN3CCN(c4cc(Cl)ccc4C)CC3)ccc21 (configuration not stated)	20	2
Cc1cc(=O)n2c(-c3cccc(NC(=O)Cc4cccs4)c3)csc2n1	4	-4
Cc1ccc(C2CCCN2C(=O)c2ccc3c(c2)OCO3)cc1 (configuration not stated)	5	-2
CC(C)C(=O)Nc1ccc2oc3ccccc3c2c1	1	-3
O=S1(=O)CC(N2CCN(CCO)CC2)CN1Cc1cn(Cc2cccc(Cl)c2)nn1 (configuration not stated)	-4	6
Cc1ccccc1C1CN(C(=O)c2ccc(Cl)cc2)CC1C(=O)NCC1CC1 (configuration not stated)	9	-4
COc1cc([N+](=O)[O-])ccc1NC(=O)c1ccc(C)c(Cl)c1	4	-8
CCOc1ccc(C2CC(=O)C3=C(C2)Nc2ccccc2NC3c2ccccc2F)cc1OC (configuration not stated)	36	14
O=C1C2CCCCC2C(=O)N1c1ccc2c(c1)OCO2 (configuration not stated)	1	-1
O=S(=O)(C1CC1)N1CCC(Oc2cc(N3CCOCC3)ncn2)C1 (configuration not stated)	-3	-3
CC(=O)Nc1ccc(NS(=O)(=O)c2ccc3c(c2)CC(C)N3C(C)=O)cc1 (configuration not stated)	3	7
CC1(C)Cc2c(sc3c2c(=O)n(-c2ccccc2)c2nncn32)CO1	18	-3
COc1ccccc1-c1nc(C2CCN(C(=O)c3ccc(Cl)cc3)CC2)no1	39	-1
O=C(COc1ccccc1[N+](=O)[O-])Nc1cccc(C(F)(F)F)c1	1	-2
CCOc1ccc(NC2OCC(O)C(O)C2O)c([N+](=O)[O-])c1 (configuration not stated)	8	5
C/C(=N\OCC(=O)Nc1sc2c(c1C#N)CC(C)(C)NC2(C)C)c1cccs1	i	1
CCOc1ccccc1NC(=O)N1CC(C)Oc2ccc(C)cc21 (configuration not stated)	0	-6
CCCc1[nH]nc(-c2ccc(C(F)(F)F)cc2)c1NC(=O)CC	11	-8
COc1ccc(OC)c(C(=O)C=Cc2ccc(OC)c(OC)c2)c1	22	-10
COc1cc(C(=O)C=Cc2cccc(F)c2)ccc1O	21	-13
Cc1ccc(-c2n[nH]c(=O)c3ccccc23)cc1S(=O)(=O)NCC1CCCO1 (configuration not stated)	2&2	-5&-3
O=S(=O)(Nc1ccccn1)c1ccc(N=Cc2ccc(Cl)c(Cl)c2)cc1	0	-2
Cc1noc(C)c1S(=O)(=O)N1CCC(C(=O)O)CC1	-4	5
CCOc1nn(-c2ncc(C(F)(F)F)cc2Cl)c(=O)o1	x	-2
CCOc1ccccc1NC(=O)NCC1(c2ccc(F)cc2)CC1	-3	2
Cc1ccc(C)c(-c2csc(=Nc3ccccc3)n2CCCO)c1	100*	-3
O=C(CC1CCS(=O)(=O)C1)Nc1ccc[nH]c1=O (configuration not stated)	-4	x
CCCCN(CCCC)Cc1c(O)ccc2c1OC(=Cc1ccco1)C2=O	32	11
Cc1cc(NCc2cccnc2)n2ncc(-c3ccccc3Cl)c2n1	10	1
C=CCc1ccccc1OCC(O)CNC(C)C (configuration not stated)	x	6
COc1cc(C(=O)Nc2ccc(S(=O)(=O)N3CCCC3)cc2)c([N+](=O)[O-])cc1OC	12	-6
CCN(CC)CCN1C(=O)C(O)=C(C(=O)c2cccs2)C1c1ccncc1 (configuration not stated)	1	-12
COc1ccc(N2C=C(C#N)S(=O)(=O)c3ccc(F)cc32)c(C)c1	-5	2
O=C(O)C(Cc1ccc([N+](=O)[O-])cc1)NC(=O)C(c1ccccc1)c1ccccc1 (configuration not stated)	7	4
Cc1nc(NCc2ccc(Cl)cc2)c2c(C)c(C)sc2n1	10	0
O=C(Nc1ccc2c(c1)Cc1ccccc1-2)c1csc(-c2cnccn2)n1	-6	0
Cc1c(C(=O)Nc2ccc(N(C)C)cc2)cccc1[N+](=O)[O-]	15	-3
COc1cccc(C2C3=C(Nc4ncnn42)c2ccccc2OC3c2ccccc2OC)c1 (configuration not stated)	64*	-7
Cc1ccsc1C(=O)N1CC2CC1CC2NC(=O)c1cccnc1 (configuration not stated)	-5	-1
O=C(NC(Cc1ccccc1)c1nnc(N2CCCC2)o1)C1CC1 (configuration not stated)	-3	-1
O=C(Cn1nnc(CSc2ccc(Cl)cc2)n1)NNC(=S)Nc1ccccc1C(F)(F)F	x	-189
CCN(CC)c1ccc(NC(=O)c2ncn[nH]2)cc1	41	-2
COc1cc(OC)cc(-n2nc(C(=O)Nc3ccc(F)cc3)c3ccccc3c2=O)c1	-5	-3
COc1ccccc1N1CCN(C(=O)c2ccccc2N(Cc2ccccc2)S(C)(=O)=O)CC1	47	-5
NC(=O)NC(NC(N)=O)C(=O)O	x	6
O=[N+]([O-])c1ccc(CN2CCSCC2)cc1	8	-5
Cc1ccc(CNC(=O)C2CCCN(c3cnn(C)c(=O)c3)C2)o1 (configuration not stated)	3	-3
Cc1ccc(S(=O)(=O)N2CCN(Cc3noc4ccccc34)CC2)c(C)c1	-22	0
COc1ccc(CCNC(=O)c2ccncc2)cc1	1	8
Clc1ccccc1-n1ncnc1-c1cccc(Br)c1	1	-1
COc1cccc(CNC(=O)C2(C)CCCN(C(=O)c3ccc(Cl)cc3)C2)c1 (configuration not stated)	-4	5
O=C(Cc1ccc(F)cc1)Nc1cnc(N2CCCCCC2)nc1	0	-5
Cc1coc2c(C)c3oc(=O)c4ccccc4c3cc12	-3	4

Next part.
SMILES	mHTT-CaM PPI inh	Pf apPOL inh
CC(=O)Nc1nc2ccc(Br)cc2s1	-3	0
Cc1ccc(S(=O)(=O)N2CC3CC2CC3NC(=O)c2ccccc2)cc1Cl (configuration not stated)	0	-5
O=C(Nc1cccc(C(F)(F)F)c1)N1CC2CCCN2c2ccccc21 (configuration not stated)	81*	0
Cc1ccc(C)c(N2CCN(C(=O)CCn3c(=O)[nH]c4ccsc4c3=O)CC2)c1	25	-5
COc1ccc(/C=N/OCC(=O)Nc2cccc(C(F)(F)F)c2)cc1OC	i	-1
COc1ccc(NS(=O)(=O)c2ccc(NC(=O)c3ccccc3C)cc2)cc1	15	-10
CC1CC(C)CN(S(=O)(=O)c2ccc(F)c(C(=O)Nc3ccc(Cl)c(Cl)c3)c2)C1 (configuration not stated)	1	0
Brc1ccc2[nH]c3nc(SCCN4CCOCC4)nnc3c2c1	12	-3
COc1ccc(CC(=O)Nc2ccc(C)c(C)c2)cc1	-7	-4
COc1ccc(N(C(C)=O)C2C=CS(=O)(=O)C2)cc1 (configuration not stated)	-3	-1
COc1ccc(CCNC(=O)C2CC(c3ccccc3OC)=NO2)cc1OC (configuration not stated)	3	-3
Cc1ccc(Cc2cnc(CN(C)C)c(O)c2)cc1	17&11	3&-15
N#Cc1ccccc1Cn1c(=O)n(-c2ccc(F)cc2F)c(=O)c2sccc21	8	4
COc1ccc(OC)c(CNC(=O)CCSCc2ccc(F)cc2Cl)c1	13	-12
CNC(=O)c1c(NC(=O)C(C)(C)C)sc2c1CCN(C(=O)OC)C2	-10	-7
CCC(=O)Nc1cccc(-c2noc(C3CCCN(C(=O)c4ccc(C)c(F)c4)C3)n2)c1 (configuration not stated)	8	-4
CCOc1ccc(-c2cccc(NS(=O)(=O)c3ccccc3[N+](=O)[O-])c2)nn1	3	-4
O=[N+]([O-])c1ccc(Sc2ccc(Cl)cc2)c(-c2ccn[nH]2)c1	x	-10
O=C(NCCC1=CCCCC1)C1CN(C(=O)c2ccc3c(c2)OCO3)C1	-1	-8
CSC1=NNC(c2ccccn2)S1 (configuration not stated)	x	-360
CCn1cc(C(=O)Nc2ccc(C(C)C)cc2)c(=O)c2ccc(C)nc21	3	-4
COc1cc(C=Nc2ccc(Nc3ccccc3)cc2)c([N+](=O)[O-])cc1OC	96*	0
Cc1[nH]c2ccc(C(=O)O)cc2c(=O)c1CC=C(Cl)Cl	1	-4
CCN1C(=O)Cc2cc(C(=O)N3CCN(c4ccccc4OC)CC3)ccc21	22	4
Cc1ccc(NC(=O)CCS(=O)(=O)c2ccc(Cl)cc2)c(Cl)c1	4	-4
CCO/C=C1\c2cc([N+](=O)[O-])ccc2-c2c1cc([N+](=O)[O-])cc2[N+](=O)[O-]	74*	-5
O=C(O)c1ccc(N=Cc2nc(-c3ccccc3)oc2O)cc1	3	-6
CCCSc1nc2c(c(=O)n1-c1ccc([N+](=O)[O-])cc1)SCC2	14	-3
O=C1OC(/C=C/c2ccccc2)=NC/1=C/c1cccc(Br)c1	9	-2
Cc1noc(CNC(=O)COc2ccc(C(C)C)cc2)n1	-13	-14

Some of the entries above, set out differently.
Compound,mHTT-CaM PPI inh,Pf apPOL inh
COc1ccc(OC)c(CNC(=O)CCSCc2ccc(F)cc2Cl)c1,13,-12
CNC(=O)c1c(NC(=O)C(C)(C)C)sc2c1CCN(C(=O)OC)C2,-10,-7
CCC(=O)Nc1cccc(-c2noc(C3CCCN(C(=O)c4ccc(C)c(F)c4)C3)n2)c1 (configuration not stated),8,-4
CCOc1ccc(-c2cccc(NS(=O)(=O)c3ccccc3[N+](=O)[O-])c2)nn1,3,-4
O=[N+]([O-])c1ccc(Sc2ccc(Cl)cc2)c(-c2ccn[nH]2)c1,x,-10
O=C(NCCC1=CCCCC1)C1CN(C(=O)c2ccc3c(c2)OCO3)C1,-1,-8
CSC1=NNC(c2ccccn2)S1 (configuration not stated),x,-360
CCn1cc(C(=O)Nc2ccc(C(C)C)cc2)c(=O)c2ccc(C)nc21,3,-4
COc1cc(C=Nc2ccc(Nc3ccccc3)cc2)c([N+](=O)[O-])cc1OC,96*,0
Cc1[nH]c2ccc(C(=O)O)cc2c(=O)c1CC=C(Cl)Cl,1,-4
CCN1C(=O)Cc2cc(C(=O)N3CCN(c4ccccc4OC)CC3)ccc21,22,4
Cc1ccc(NC(=O)CCS(=O)(=O)c2ccc(Cl)cc2)c(Cl)c1,4,-4
CCO/C=C1\c2cc([N+](=O)[O-])ccc2-c2c1cc([N+](=O)[O-])cc2[N+](=O)[O-],74*,-5
O=C(O)c1ccc(N=Cc2nc(-c3ccccc3)oc2O)cc1,3,-6
CCCSc1nc2c(c(=O)n1-c1ccc([N+](=O)[O-])cc1)SCC2,14,-3
O=C1OC(/C=C/c2ccccc2)=NC/1=C/c1cccc(Br)c1,9,-2
Cc1noc(CNC(=O)COc2ccc(C(C)C)cc2)n1,-13,-14

(more compounds)
SMILES	mHTT-CaM PPI inh	Pf apPOL inh
Cc1cccc(OCCNC(=O)CSc2ccc(C(F)(F)F)cc2[N+](=O)[O-])c1	13	-4
Cc1cccc(N2C(=O)CC(N3CCCCC3)C2=O)c1 (configuration not stated)	-6	4
COc1cccc(S(=O)(=O)Nc2ccc(Cl)c(Cl)c2)c1	-50	-12
O=C(NCc1ccc(F)cc1F)C1CCCN(c2cnn(Cc3ccccc3)c(=O)c2)C1 (configuration not stated)	1	-3
CCc1onc(C)c1C1CCCN1Cc1ccc(Cl)cc1 (configuration not stated)	-44	2
COc1ccc(Br)c(N)c1	-3	0
C=CC(C)(C)OCC(O)CN1CCC(Cc2ccccc2)CC1 (configuration not stated)	-2	2
COc1ccc(Cl)c(OC)c1C(=O)O	x	-5
COc1ccc(Cl)cc1C(=O)Nc1c2c(nn1-c1ccc(F)cc1)CSC2	8	-1
NC(=O)c1cc(NC(=O)c2ccccc2)ccc1N1CCOCC1	2	-7
CCOC(=O)c1c(C)nn(-c2ccc(N3C(=O)CCC3=O)cc2)c1C	x	-4
CC1(C)COc2ccc(NC(=O)c3c(F)cccc3Cl)cc2NC1=O	-9	-4
CCN(CC)C(=O)c1cn2ccnc(-c3ccccc3)c2n1	-2	8
COc1ccc(-c2nnc(SCc3ccc(OC)c([N+](=O)[O-])c3)n2-c2ccccc2)cc1OC	42	-3
CCN1C(=O)c2cccc3c(S(=O)(=O)N4CCc5ccccc54)ccc1c23	2	-5
COc1ccc(C(=O)Nc2ccccc2F)cc1OC	-1	0
COc1ccc2c(C)nc(N=C(N)NC(=O)c3ccccc3)nc2c1	-5	4
COc1ccc(-c2c(C)cc3oc(=O)cc(-c4ccccc4)c3c2C)cc1F	-2	-9
CCCc1cc(C2CCCN2Cc2cc(OC)c(OC)cc2OC)no1 (configuration not stated)	38	6
CCC(=O)NC(Nc1c(C)n(C)n(-c2ccccc2)c1=O)C(Cl)(Cl)Cl (configuration not stated)	-2	3
CCOc1ccc(C(=O)Nc2cnn(Cc3ccc(F)cc3)c2)cc1	0	-2
COc1ccc(-n2nc(C(=O)NCC(=O)N3CCCCCC3)c3ccccc3c2=O)cc1Cl	11	0
Cc1cc(Br)ccc1NC(=O)c1ccc(Cl)cc1	-28	-5
CC(C)OCCCNC(=O)c1cc2n(n1)CCCN(Cc1ccc(F)cc1)C2=O	-1	4
Cc1cc(=O)c2ccccc2[nH]1	x	-7
COc1cccc(C(=O)N2CCN(Cc3ccccc3[N+](=O)[O-])CC2)c1	2	-2
CCN1CCN(C(=O)c2c(C(C)C)nn(-c3ccc(C)cc3)c2C(C)C)CC1	14	-4
CCOC(=O)c1cnc2cc(C)[nH]n2c1=O	x	-2
CCCCNC(=O)CSc1nc2nc(C)c(Cc3ccc(C)cc3)c(C)n2n1	5	-3
Cc1ccc(C(=O)N2CCc3nc4cc[nH]n4c(=O)c3C2)s1	-4	-6
COc1ccc(OC)c(C=C2Oc3cc(OC(=O)c4cc(OC)c(OC)c(OC)c4)ccc3C2=O)c1	6	-4
O=C(Nc1ccc(Cl)c(Cl)c1)c1cc([N+](=O)[O-])nn1Cc1ccccc1	0	-7
